Mtb RmlCD inh: M. tuberculosis RmlC/RmlD coupled enzyme inhibitors, primary screen, biochemical, compound mixtures, 384-well, from 1536-well plates; RmlC+RmlD coupled enzyme assay, percent inhibition; primary screen in compound mixtures; inhibition, % at 3.6 µM; actives 0.03% (n = 160,000); AID 1533, 2009; in the data active = inhibition mostly above about 34%, no sharp cut-off; note: some results filed as inactive read as strong as hits
Target sequence (P9WH09 whole entry, looked up): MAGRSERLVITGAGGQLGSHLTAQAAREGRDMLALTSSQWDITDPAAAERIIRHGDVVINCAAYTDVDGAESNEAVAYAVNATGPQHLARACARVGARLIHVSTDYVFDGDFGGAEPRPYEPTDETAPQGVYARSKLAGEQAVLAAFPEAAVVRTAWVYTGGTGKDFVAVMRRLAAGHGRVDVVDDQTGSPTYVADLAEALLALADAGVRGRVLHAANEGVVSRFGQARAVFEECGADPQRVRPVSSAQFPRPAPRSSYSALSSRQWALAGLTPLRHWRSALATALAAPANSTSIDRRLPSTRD
Target sequence (P9WH11 whole entry, looked up): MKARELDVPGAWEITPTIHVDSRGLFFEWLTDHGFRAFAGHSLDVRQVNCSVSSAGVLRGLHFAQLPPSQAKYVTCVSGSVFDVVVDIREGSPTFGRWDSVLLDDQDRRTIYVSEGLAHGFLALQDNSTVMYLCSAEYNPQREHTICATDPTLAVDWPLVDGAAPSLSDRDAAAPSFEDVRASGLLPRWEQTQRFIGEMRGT
M. tuberculosis GlmU: inhibition of mycobacterial GlmU enzyme – biochemical, glucosamine-1-phosphate acetyltransferase (AID 1376). Bifunctional protein GlmU (Mycobacterium tuberculosis (strain ATCC 25618 / H37Rv)). M. tuberculosis GlmU acetyltransferase enzyme assay; higher % means a stronger effect. inhibition, %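 (tested at 30 µM in the primary screen)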, or IC50 in µM where a hit was titrated. actives 0.25% (n = 220,000); in the data active = inhibition above about 13%;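 note: 0% = complete reaction with vehicle and 100% = reaction without substrate; strong numbers were not always called active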
* marks the source's active call; other numbers are inactive results; . = not tested or not shown.

SMILES	Mtb RmlCD inh	M. tuberculosis GlmU
Cc1cc2n(n1)C(c1ccccc1Cl)Nc1ccccc1-2 (configuration not stated)	0	1.4%
CCOCCCN(C(=O)CNC(=O)c1ccco1)C(C(=O)NC1CCCC1)c1ccccc1C (configuration not stated)	11	-5.3%
Cc1ccc(C)c(NC(=O)CSc2nnc(-c3ccncc3)o2)c1	.	5.7%
CS(=O)(=O)N(CC(=O)NC1CC2CCC1C2)c1cccc(C(F)(F)F)c1 (configuration not stated)	-45	-2.4%
CCC(C)SCc1nc2ccccc2[nH]1 (configuration not stated)	.	6.8%
COc1ccc(/C=C2/SC(=O)N(CCC(=O)Nc3ccc(S(=O)(=O)Nc4nccs4)cc3)C2=O)cc1	-1	0.8%
CCOC(=O)Nc1cccc(OCC(=O)Nc2ccccc2OC)c1	2	-0.1%
CCOc1ccc(NCc2cc3c(C(C)(C)C)nn(-c4ccccc4)c3[nH]c2=O)cc1	7	0.2%
CCCCc1nnc(NC(=O)C2CC(=O)N(c3ccc(C)cc3)C2)s1 (configuration not stated)	10	4.5%
COc1cc(/C=C/C(=O)Nc2ccc3[nH]c(=O)[nH]c3c2)cc(OC)c1OC	.	-3.3%
CCn1nc(C)c(CN2CCCC(CO)(Cc3ccccc3)C2)c1C (configuration not stated)	.	-0.2%
CCCCn1c(N)c(C(=O)OCCOC)c2nc3ccccc3nc21	-8	-0.3%

The last 5 records of the section above open the next one.
SMILES	Mtb RmlCD inh	M. tuberculosis GlmU
CCOc1ccc(NCc2cc3c(C(C)(C)C)nn(-c4ccccc4)c3[nH]c2=O)cc1	7	0.2%
CCCCc1nnc(NC(=O)C2CC(=O)N(c3ccc(C)cc3)C2)s1 (configuration not stated)	10	4.5%
COc1cc(/C=C/C(=O)Nc2ccc3[nH]c(=O)[nH]c3c2)cc(OC)c1OC	.	-3.3%
CCn1nc(C)c(CN2CCCC(CO)(Cc3ccccc3)C2)c1C (configuration not stated)	.	-0.2%
CCCCn1c(N)c(C(=O)OCCOC)c2nc3ccccc3nc21	-8	-0.3%
CCN(CC)c1ccc(C=C2C(=O)N(C)C(=S)N(C)C2=O)o1	6	1.7%
Cc1c(Cc2ccccc2)c(=O)oc2cc(OCC(N)=O)ccc12	-14	-4.1%
Cc1ccc2c(c1)[C@@H]1CN(C)CC[C@@H]1N2S(=O)(=O)c1ccc(F)cc1	11	-0.6%
Cc1cccc(NC(=O)CN2CCSc3ccccc32)c1	-5	-1.0%
Cc1cc(C)nc(N/N=C/C2=C(N3CCOCC3)C(=C\c3ccc(Cl)cc3)/CC2)n1	.	3.5%
Cc1cc(C=C2C(=O)c3ccccc3C2=O)c(C)n1C	.	-6.7%
COc1ccc(N2CC(NC(=O)N3CCc4ccccc43)CC2=O)cc1OC (configuration not stated)	-13	-1.6%
COc1ccc(NC(=O)CCc2c(C)nc3nc(C)nn3c2C)cc1	3	-3.3%
O=c1ccn(-c2cccc(C(F)(F)F)c2)nc1-c1ccn(-c2cccc(Cl)c2)n1	.	-2.0%
CN1CCc2ccccc2C1Cc1ccccc1NC(=O)c1sc2ccccc2c1Cl (configuration not stated)	7	1.0%
O=C1CCc2cc(S(=O)(=O)NC(C(=O)NCc3cccnc3)c3ccccc3)ccc2N1 (configuration not stated)	7	-1.1%
COc1ccccc1N(C)S(=O)(=O)c1ccc(C(=O)OCC(=O)N2CCCCCC2)cc1	5	3.3%
CC(C)CN(C(=O)CN1CCN(c2ccccc2F)CC1)c1c(N)n(CC(C)C)c(=O)[nH]c1=O	7	3.0%
CCn1cc(C(=O)N2CCCCC2)c(=O)c2cc(S(=O)(=O)N3CCC(C)CC3)ccc21	-10	-0.1%
O=[N+]([O-])c1ccc2c(c1)nc1n2CCN(c2ccccc2)C1	.	-2.9%
CC(C)(C)NS(=O)(=O)c1ccc(Oc2ncc(C(F)(F)F)cc2Cl)cc1	-11	1.0%
O=C(OCCOc1ccc(Br)cc1)c1ccc(Cl)nc1	37	-0.2%
CCC(Sc1nc(-c2ccccc2)c(C#N)c(=O)[nH]1)C(=O)Nc1nnc(C)s1 (configuration not stated)	-29	0.8%
CCOC(=O)c1noc(C)c1C(=O)Nc1cccc(F)c1	.	1.0%
CC(=O)Nc1ccc(NS(=O)(=O)c2ccc3[nH]c(=O)[nH]c3c2)cc1	32	8.2%
Cc1ccc(-c2nc3ccccc3[nH]2)cc1NC(=O)c1sc2cc(Cl)ccc2c1Cl	-10	-6.9%
COC(=O)c1ccc(Cn2nc(C)c(Br)c2C)cc1	.	1.1%
CCC1(CC)NC(=O)N(CC(=O)OCC(=O)NC(=O)c2ccccc2)C1=O	4	1.4%
Nc1nc(=S)[nH]c2c1C1(CCCC1)Cc1ccccc1-2	.	3.4%
O=C(O)c1cccc(N=NN2CCOCC2)c1	10	6.5%
CCC(=O)Nc1ccc(C(=O)NNC(=O)C(c2ccccc2)c2ccccc2)cc1	-11	-5.2%
CC1CCCC(C)N1C(=O)C1CCCCC1 (configuration not stated)	.	1.2%
O=C1C2C3C=CC(C3)C2C(=O)N1c1ccc(Cc2ccncc2)cc1 (configuration not stated)	.	-0.8%
C/C(=N\NC(=O)CC1N=C(Cc2ccccc2)NNC1=O)c1ccc(Cl)cc1Cl (configuration not stated)	.	2.2%
Cc1nc2nc(-c3ccco3)[nH]n2c(=O)c1C	3	-4.3%
CCc1nn(CC(=O)NCCCN(CC)Cc2ccccc2)c(=O)c2cc3sccc3n12	.	3.0%
O=C(COc1ncnc2sccc12)N1CCc2ccccc2C1	7	-1.6%
CCOC(=O)C(NC(=O)Nc1ccc(F)cc1)(OCC)C(F)(F)F (configuration not stated)	98	-0.1%
COc1ccc(C(=O)Nc2cc(OC)c(Cl)cc2OC)cc1	4	-0.9%
C/C(=N\NC(=O)c1ccc(NS(=O)(=O)c2cccs2)cc1)c1ccc(Cl)cc1	16	4.2%
Cc1ccc(N=C2CCCCCN2C)c(C#N)c1	-10	4.3%
C=C(C)CSc1nc2ncc(Cl)cc2[nH]1	-8	2.6%
CCC(Sc1nncn1C)C(=O)Nc1cc(C)on1 (configuration not stated)	.	6.9%
O=C(Nc1cccnc1Cl)C1c2ccccc2Oc2ccccc21	.	-1.0%
CN(C)C(=O)CSc1n[nH]c(=O)[nH]c1=O	.	2.2%
CCOC(=O)c1c(N)nn(C(=O)CC)c1-c1ccccc1	36	3.5%
CCCOC(=O)C1C2C=CC3(CN(c4cccc(Cl)c4)C(=O)C13)O2 (configuration not stated)	.	-0.7%
CN(c1ccccc1)S(=O)(=O)c1ccc(Cl)c(C(=O)NCCc2c[nH]c3ccccc23)c1	-2	-5.4%
CCOC(=O)CN1C(=O)N[C@@H](CCc2ccccc2)[C@H](C(C)=O)[C@H]1C	.	-0.7%
COCCn1c(=S)[nH]c2cc(C(=O)NC(C)C)ccc2c1=O	3	0.7%
CC(=O)Nc1nc(=O)c2ccccc2s1	4	-3.8%
CCC(=O)Nc1c(S(=O)(=O)c2ccccc2)c2nc3ccccc3nc2n1C(C)c1ccccc1 (configuration not stated)	-8	-2.6%
CCCCCCCC(=O)NC(Oc1ccccc1[N+](=O)[O-])C(Cl)(Cl)Cl (configuration not stated)	.	1.4%
O=C(O)CCc1nc2cc3ccccc3cc2[nH]1	43	4.0%
O=C1COc2ccc(C(=O)CSc3nnc(NCc4ccccc4)s3)cc2N1	2	-2.1%
c1ccc(CC2CCN(c3ncnc4sccc34)CC2)cc1	4	-3.5%
CC(C)CCN1NC2(CCCC(C)C2)NC1=S (configuration not stated)	-7	3.9%
CC(C)Cn1c(-c2ccc(Cl)cc2)cnc1SCC(=O)N1CCOCC1	-7	-0.2%
CCC(Oc1ccccc1)C(=O)N1CCN(CC)CC1 (configuration not stated)	.	-1.3%
Nc1nc(C2CC2)c(Sc2sc(N)nc2C2CC2)s1	.	-1.9%
CC1Cc2ccccc2N1C(=S)NC(=O)c1ccc(Cl)cc1Cl (configuration not stated)	-5	-2.6%
O=C(CCc1ccccc1)NC(=S)Nc1cccc(Br)c1	7	0.0%
S=C(NCCOCCOCCNC(=S)Nc1ccccc1)Nc1ccccc1	.	-4.3%
C/C(CC(=O)Nc1ccc(Cl)cc1Cl)=N\NC(N)=S	.	1.7%
Cc1c(N2C(=O)c3cccc4cccc(c34)C2=O)c(=O)n(-c2ccccc2)n1C	1	3.1%

Record cards (already shown):
Record of `CC1Cc2ccccc2N1C(=S)NC(=O)c1ccc(Cl)cc1Cl` (configuration not stated) : Mtb RmlCD inh = -5; M. tuberculosis GlmU = -2.6%
Record of `C/C(CC(=O)Nc1ccc(Cl)cc1Cl)=N\NC(N)=S` : Mtb RmlCD inh = .; M. tuberculosis GlmU = 1.7%

(continued)
SMILES	Mtb RmlCD inh	M. tuberculosis GlmU
COc1ccc(C2CC(C(F)(F)F)n3ncc(C(=O)O)c3N2)cc1OC (configuration not stated)	.	-2.4%
C=CCCC1(C)C(=O)N(c2ccccc2)c2ccccc21 (configuration not stated)	0	5.5%
COc1cccc(/C(C)=N/NC(=O)c2cc(-c3cccnc3)nc3ccccc23)c1	.	0.4%
CCOc1ccc(C(=O)CN2CCN(S(=O)(=O)c3ccc(Br)cc3)CC2)cc1	.	2.7%
CCc1ccccc1-n1nnnc1-c1cnccc1C(F)(F)F	10	-0.4%
CCOC(=O)Cc1cnc(NC(=O)Cn2nnc(-c3ccc(OCC)cc3)n2)s1	11	-3.1%
Cc1ccc(-n2c(N)c(C(=O)Nc3c(C)n(C)n(-c4ccccc4)c3=O)c3nc4ccccc4nc32)cc1C	2	-4.7%
CCn1c(=O)cc(OCC(=O)NCCc2cccc(C)c2)c2ccccc21	3	3.8%
Cc1ccc(Cl)c(NC(=O)COC(=O)CNS(=O)(=O)/C=C/c2ccccc2)c1Cl	-8	-4.0%
O=S(=O)(c1ccc(S(=O)(=O)N2CCCC2)cc1)N1CCCCCC1	-8	4.0%
COc1ccc(CCNC(=O)COc2ccc(N(C)S(=O)(=O)c3ccc(Cl)cc3)cc2)cc1	9	6.9%
CN(C(=O)c1ccco1)C1(c2ccccc2Cl)CCCCC1=O (configuration not stated)	.	0.5%

The last three records of the section above are carried over, then new ones follow:
SMILES	Mtb RmlCD inh	M. tuberculosis GlmU
O=S(=O)(c1ccc(S(=O)(=O)N2CCCC2)cc1)N1CCCCCC1	-8	4.0%
COc1ccc(CCNC(=O)COc2ccc(N(C)S(=O)(=O)c3ccc(Cl)cc3)cc2)cc1	9	6.9%
CN(C(=O)c1ccco1)C1(c2ccccc2Cl)CCCCC1=O (configuration not stated)	.	0.5%
COc1cccc(NC(=O)CN(c2ccc3c(c2)OCO3)S(C)(=O)=O)c1	10	-0.8%
O=c1c2ccccc2nc(-c2cccs2)n1-c1ccccc1	2	5.7%
CCOC(=O)Cc1csc(NC(NC(=O)CC)(C(F)(F)F)C(F)(F)F)n1	17	-1.8%
CC(C)N1CCN(Cc2ccoc2)CC1CCO (configuration not stated)	-8	-6.5%
Cc1cccc(C(=O)NC(NCc2ccco2)C(Cl)(Cl)Cl)c1 (configuration not stated)	29	-2.6%
CCCCCCC(=O)N/N=C/c1ccco1	.	-0.1%
O=C(CS(=O)(=O)c1cccc(C(F)(F)F)c1)Nc1ccccc1Cl	.	0.4%
COc1c(N2CCNC(C)C2)c(F)cc2c(=O)c(C(=O)O)cn(C3CC3)c12 (configuration not stated)	.	3.0%
O=C(Nc1ccc(-c2nc3ncccc3o2)cc1)c1ccco1	.	-0.6%
COc1ccc(N(CC(=O)NCC2CCCO2)C(=O)CCC(=O)Nc2nccs2)cc1 (configuration not stated)	.	0.8%
COc1ccc(CCNc2ccc(C(CC(N)=O)NC(=O)Cc3ccc(Br)cc3)cc2[N+](=O)[O-])cc1 (configuration not stated)	.	0.5%
O=C(O)c1cccc(S(=O)(=O)Nc2cccc(S(=O)(=O)N3CCCCCC3)c2)c1	7	7.0%
CC(=O)Nc1ccc(-c2csc(Nc3ncccn3)n2)cc1	.	0.2%
Cc1ccc(NC(=O)CCC(=O)NNC(=O)CCc2ccccc2)c(C)c1	-5	6.6%
O=S(=O)(Cc1ccccc1Cl)N1CCN(Cc2ccc3c(c2)OCO3)CC1	3	1.7%
CCN1C(=O)/C(=C\N(C(C)=O)c2ccccc2)OC1=S	.	2.3%
C=CCNC(=S)N/N=C/c1ccc(N(CC)Cc2ccccc2)cc1	.	-7.8%
Cc1ccc(NC(=S)NCCC(c2ccccc2)c2ccccc2)c(C)c1	4	1.2%
O=C(COC(=O)c1ccc([N+](=O)[O-])o1)Nc1cccc2ccccc12	-4	0.5%
CCOC(=O)NC1(C(F)(F)F)C(=O)N(Cc2ccccn2)C2=C1C(=O)CC(C)(C)C2 (configuration not stated)	.	-0.3%
Cc1c2cnn(CC(=O)N3CCN(c4ncccn4)CC3)c(=O)c2c(C)n1Cc1ccc(F)cc1	-9	4.7%
COC(=O)c1ccn(C(=O)c2ccc(Cl)cc2)n1	5	.

These rows are one share of the data; count on the stated rates, not on these rows.
